GSK3A inh = blockers of GSK3A enzyme activity – biochemical, luminescence, cell-free homogeneous, HTS, primary screen; Glycogen synthase kinase-3 alpha (Homo sapiens), P49840; GSK-3 alpha kinase, ADP-Glo luminescence, 60 min; inhibition, % at 10 µM; actives 0.1% (n = 320,000); AID 2650, 2010;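 in the data active means inhibition above about 50%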;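 further: GST-tagged GSK-3 alpha with peptide substrate and 25 µM ATP; 0% = DMSO neutral wells and 100% = GW8510 positive control wells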
HSP90 inh = HSP90 inhibitors, primary screen, cell lysate, luminescence. Heat shock protein HSP 90 (rabbit reticulocyte lysate; luciferase refolding). Rabbit reticulocyte lysate, luciferase refolding luminescence, 3 h. inhibition, % at 5.6 µM. actives 0.91% (n = 290,000);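 active means inhibition above the screen-wide mean plus 3 SD, computed separately per campaign, cut at about 16% in these data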;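 further: 0% = DMSO wells and 100% = 60 µM geldanamycin wells; inhibitors lower the luminescence because luciferase stays unfolded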
Dyrk1A ADPGlo = rat Dyrk1A kinase inhibitors, primary screen, biochemical, single point, plate reader; ADP-Glo luminescence, NFATc1 peptide; inhibition, % at 12.5 µM; actives 0.43% (n = 310,000); AID 504441, 2011; in the data active means inhibition above about 50%;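 further: plate controls were vehicle with enzyme for no effect and no enzyme for full effect; many of its hits are not listed in these tables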
Platelet DG rel = inhibitors of platelet dense granule secretion, primary screen, cell-based, MLPCN, human platelets. human platelet-rich plasma, SFLLRN dense granule ATP release, luminescence. inhibition, %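 (compounds screened at 7.5 µM in platelet-rich plasma)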. actives 0.22% (n = 300,000);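 active means mean replicate score, as percent of positive control, at or above 50; inconclusive means mean below 50 but at least one replicate at or above 50; inactive means mean and every replicate below 50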
PolyA inhibitor = polyadenylation inhibitors in yeast reporter cells, primary screen, luminescence, S. cerevisiae. S. cerevisiae SKY197-pL101 polyadenylation reporter, beta-gal luminescence; efflux-impaired pdr1/pdr3 knockout yeast; score 100 = 6 SD above DMSO. calls only at 12 µM. AID 1875, 2009. actives 0.02% (n = 300,000);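 active means lowest replicate activity score at least 50, where 100 means six control SD above control mean; inconclusive means lowest score under 50 but half or more replicates reach 50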;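 further: yeast exposed to compound for 9 h at 30 °C; higher score means more reporter readthrough which indicates perturbed polyadenylation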
GSK3beta inhib = human GSK3beta kinase inhibitors, primary screen, biochemical, cell-free homogeneous, HTS; Glycogen synthase kinase-3 beta (Homo sapiens), P49841; GST-GSK3beta kinase, ADP-Glo luminescence, 60 min; stronger effect = lower value; activity score (negative = inhibition), % at 10 µM; actives 0.038% (n = 300,000);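 active means more than half of replicate wells score below -50%, meaning over 50% inhibition versus plate controls; inconclusive means some replicates but at most half score below -50%; inactive means no replicate scores below -50%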;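 further: 0% = median DMSO wells and -100% = median GW8510 positive control wells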
Target sequence (P49841 whole entry, looked up): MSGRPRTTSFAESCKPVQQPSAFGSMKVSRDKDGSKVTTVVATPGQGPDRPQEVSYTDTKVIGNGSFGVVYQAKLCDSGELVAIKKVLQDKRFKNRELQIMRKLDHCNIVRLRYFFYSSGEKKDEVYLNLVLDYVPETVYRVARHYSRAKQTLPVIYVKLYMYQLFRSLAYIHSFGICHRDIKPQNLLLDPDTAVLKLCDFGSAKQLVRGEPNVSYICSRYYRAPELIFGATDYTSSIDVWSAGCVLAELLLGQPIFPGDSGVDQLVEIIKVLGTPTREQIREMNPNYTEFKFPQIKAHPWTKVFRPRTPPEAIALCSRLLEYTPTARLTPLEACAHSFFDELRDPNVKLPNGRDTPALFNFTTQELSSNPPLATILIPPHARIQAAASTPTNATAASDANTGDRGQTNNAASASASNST
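Test system: GST-fused GSK3beta enzyme, cell-free | Quantity: 1.6 ng GST-GSK3beta enzyme per well | Reagent: 25 µM ATP with peptide substrate | Schedule: 60 min enzyme reaction, room temperature | Signal: Luminescent ADP-Glo measurement of ADP formed | Read-out basis: Score relative to plate controls | Control set: DMSO and 20 µM GW8510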
HSF1 inhib = HSF1 inhibitors in luciferase reporter cells, primary screen, cell-based, NIH3T3, luminescence | NIH3T3-HGL HSE-luciferase, MG132-induced, luminescence 8 h; stronger effect = lower value | activity change, negative = inhibition, % at 7.5 µM (by protocol) | actives 0.77% (n = 300,000);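 active means more than half of replicate wells show activity change below -50%, luminescence cut by over half; inconclusive means some wells, but at most half, below -50%; inactive means no replicate well below -50%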;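 further: luciferase reports HSF-1 transcriptional activity via heat shock element; 0% = median of DMSO wells and -100% = zero luminescence signal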
AI-2 QS modul = Vibrio harveyi AI-2 quorum sensing modulators, primary screen, JMH597 strain, luminescence/OD600 ratio; actives 0.4% (n = 300,000); Vibrio harveyi JMH597 AI-2 luminescence/OD600 ratio, 9 h; stronger effect = lower value; strain lacks LuxN and CqsS sensors; 0 = neutral-control median; activity change, % at 7.5 µM; in the data active means activity change below about -75%, passing the limit was not always enough; inconclusive means no clear call, values can overlap the other calls;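 further: luminescence divided by OD600 gain over 9 h not by final OD600 alone; inactives centre near 13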
HDAC3 inhib = HDAC3 deacetylase inhibitors, primary screen, biochemical, fluorescence, cell-free homogeneous; Histone deacetylase 3 (Homo sapiens), O15379; recombinant HDAC3, fluorogenic peptide/trypsin coupled; inhibition, % at 8.3 µM; actives 0.15% (n = 320,000); in the data active means inhibition above about 26%, passing the limit was not always enough; inconclusive means no clear call, values can overlap the other calls
Target sequence (O15379 whole entry, looked up): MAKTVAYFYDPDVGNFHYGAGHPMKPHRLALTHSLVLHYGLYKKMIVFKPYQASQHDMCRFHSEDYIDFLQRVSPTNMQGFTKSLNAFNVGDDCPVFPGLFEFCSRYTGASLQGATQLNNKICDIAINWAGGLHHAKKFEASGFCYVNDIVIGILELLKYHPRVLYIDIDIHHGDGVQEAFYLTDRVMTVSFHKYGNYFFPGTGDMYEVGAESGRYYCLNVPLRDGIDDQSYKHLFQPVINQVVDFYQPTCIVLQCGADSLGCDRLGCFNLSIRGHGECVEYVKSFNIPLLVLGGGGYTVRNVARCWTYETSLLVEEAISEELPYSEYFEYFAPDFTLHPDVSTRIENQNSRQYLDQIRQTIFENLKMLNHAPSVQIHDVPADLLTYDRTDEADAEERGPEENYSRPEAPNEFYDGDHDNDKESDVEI
HSF1 activator = HSF-1 activators, primary screen, NIH3T3-HGL cells, MG132 stress, luminescence, single point; NIH3T3-HGL HSF-1 luciferase reporter, 8 h; 100% = twice DMSO control signal; activation, % at 9 µM; actives 1.7% (n = 300,000);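 active means mean replicate activation of at least 50% with a set share of replicates each reaching 50%; inconclusive means only one of those two conditions met; inactive means mean below 50% and too few replicates reaching it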;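 further: 0% = median of the neutral control wells and 100% = twice that signal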
* marks the source's active call; other numbers are inactive results; i = inactive; ? = inconclusive; . = no result given. The list is partial. The share of hits here may be higher or lower than overall.

SMILES	GSK3A inh	HSP90 inh	Dyrk1A ADPGlo	Platelet DG rel	PolyA inhibitor	GSK3beta inhib	HSF1 inhib	AI-2 QS modul	HDAC3 inhib	HSF1 activator
COc1cc(C(C(=O)NC2CCCC2)N(C(=O)c2ccco2)c2ccccc2C(C)=O)cc(OC)c1OC (centres undefined)	-1.9	-0.4	1.6	-3.5	i	-1.9	3.8	-10.1	-1.6	7.2
CCN1CCN(C(=S)Nc2cccc([N+](=O)[O-])c2)CC1	2.5	0.1	-3.7	5.9	i	2.1	-8.2	9.2	?	-4.0
CCOC(=O)C1CCN(C2CC(=O)N(c3cccc(Cl)c3)C2=O)CC1 (centres undefined)	-0.1	4.9	1.8	-1.1	i	2.4	-1.2	7.1	0.2	-14.4
O=C1C(c2ccc(F)cc2)N(Cc2ccc3c(c2)OCO3)C(=O)CN1C1CCCC1 (centres undefined)	-0.6	0.1	2.5	-3.8	i	-2.4	-1.4	11.7	1.3	16.7
CN(/N=C/c1ccccc1O)C(=S)c1ccccc1	0.2	-2.7	7.8	-12.6	i	-0.6	1.4	5.5	5.1	14.2
COc1ccc(NC(=O)c2ccco2)c2ccccc12	-0.7	-3.1	-2.7	-4.9	i	-0.9	-9.6	17.7	4.4	-5.6
CCOC(=O)c1c(N)sc(C(=O)N(CC)CC)c1C	-2.9	0.9	-18.6	8.9	i	3.3	-8.9	27.3	10.3	-4.1
Cc1cc(C)c(S(=O)(=O)c2ccccc2)c(N(C)C)n1	1.6	2.3	0.9	-3.3	i	2.5	-4.6	10.2	1.1	-6.1
CCNC(=S)Nc1cc(OC)c(NC(=O)c2ccco2)cc1OC	-2.9	-1.4	-1.7	1.8	i	2.4	1.3	21.4	20.3	8.4
CC(C)(C)c1cccc(P(=O)(c2ccccc2)c2ccccc2)c1O	-0.8	-0.4	1.3	1.5	i	-1.0	14.3	2.8	-0.2	25.8
O=[N+]([O-])c1ccc(NCCCO)c(S(=O)(=O)N2CCOCC2)c1	-5.5	-1.0	.	0.7	i	-3.3	-12.7	-22.5	-10.3	2.0
CCCCCCNc1c([N+](=O)[O-])cc(C)cc1[N+](=O)[O-]	-0.1	4.7	1.5	-1.9	i	-0.6	-8.1	1.8	3.1	-12.6
O=C(COC(=O)C1=COCCO1)NC1CCCCC1	-1.7	.	3.3	-1.5	i	1.6	9.3	39.1	-8.4	2.0
C/C(=N\NC(=O)CSCc1ccccc1Cl)c1cc(O)ccc1O	20.4	1.1	38.2	-10.0	i	-0.4	.	19.3	1.5	.
Cc1ccc(N2CC(C(N)=O)CC2=O)cc1C (centres undefined)	0.7	-0.5	-1.4	-1.7	i	2.5	-4.7	17.3	-3.0	7.1
O=C(Cn1ncc2c([nH]c3ccccc32)c1=O)N1CCN(c2ccccn2)CC1	-11.3	-1.8	-0.9	-2.8	i	-0.4	-2.1	8.2	1.4	-12.7
CC[C@@]12C(=O)N(c3cccc(F)c3)C(=O)N1[C@H](c1ccc(OC)cc1)[C@@H]1C(=O)N(C(C)(C)C)C(=O)[C@@H]12	.	.	2.3	7.9	i	-1.1	1.1	7.0	0.1	-8.9
CCCCOc1ccc(NC2=NC3(CCCCC3)N=C(N)N2)cc1	3.0	-2.1	0.0	5.8	i	1.1	-2.3	25.4	1.9	-15.5
N/C(=N\OC(=O)CSc1ccccc1)c1ccccn1	1.0	-1.2	-4.6	-10.2	i	3.6	37.1	17.4	3.3	?
CCOC(=O)C1CCN(C(=O)CCc2c(C)nc3cc(-c4ccccc4)nn3c2C)CC1	-1.5	-1.1	10.2	-20.1	i	1.1	-9.3	8.0	-7.9	-2.3
CCCOc1ccc(Cc2c(O)nc(N)[nH]c2=O)cc1C	-0.8	-0.5	-0.4	7.6	i	1.6	-5.1	18.4	-0.5	11.7
COc1ccc(C(=O)NC2CCN(CC(=O)N3CCCCC3)CC2)cc1	-5.5	-7.5	-8.1	2.0	i	-1.5	-5.8	16.5	-1.4	12.3
CC(=O)NCCC(=O)N1CCCC(N(C)CCc2ccccc2)C1 (centres undefined)	-1.4	7.6	.	4.9	i	0.2	0.5	6.7	-0.6	-7.8
COc1ccc(OCC(=O)N2CCN(C(=O)c3ccc([N+](=O)[O-])cc3)CC2)cc1	-3.1	-1.0	-2.4	-0.7	i	-1.0	-7.2	15.4	-8.4	-2.3
CCOc1ccc2nc(C)cc(Nc3ccc(N4CCOCC4)cc3)c2c1	-0.2	2.4	.	-2.0	i	-14.6	2.1	7.7	-3.2	-2.4
O=C(Nc1nccs1)c1ccc(-c2cccc([N+](=O)[O-])c2)o1	-0.5	0.4	-0.7	5.8	i	6.3	17.5	33.6	-1.8	46.1
COc1ccc(CC(=O)NCc2n[nH]c(=S)n2-c2ccc(F)cc2)cc1	1.3	0.2	3.9	3.5	i	-3.3	-3.7	20.1	14.4	21.3
Cc1nn(-c2ccccc2)c(C)c1C(=O)NCc1ccc(F)cc1	1.9	-0.4	-4.7	-15.3	i	3.1	17.5	10.7	0.2	29.1
CC(=N\NC(=O)c1cc(Br)ccc1O)/C(=N/O)C(=O)Nc1ccccc1	-2.7	-3.2	.	-1.3	i	-1.3	-4.8	-5.4	8.1	4.1
O=C(Nc1nccs1)c1ccc(Br)c(S(=O)(=O)N2CCCC2)c1	1.9	2.1	13.1	-2.6	i	0.0	-3.1	27.9	-3.7	18.4
O=C(Cn1c(=S)[nH]c2ccccc2c1=O)NCCc1ccccc1	-7.2	0.6	-1.4	3.0	i	1.3	4.1	8.9	6.8	6.5
OCCN(CCO)CC(O)CN(c1ccccc1)c1ccccc1 (centres undefined)	-3.3	1.5	8.5	0.4	i	1.8	-1.5	.	-2.9	4.9
CCOc1ccc(NC(=O)c2oc3ccccc3c2NC(=O)CC)cc1	-0.1	-0.7	.	-11.8	i	0.6	-0.1	-11.3	13.3	7.1
CCOC(=O)CNc1nc(OCC#N)nc(N2CCOCC2)n1	0.2	0.5	19.6	.	i	-1.1	-11.5	24.5	-8.1	-6.4
Cc1cc(O)c(C=O)c2c1C(=O)Oc1c(CO)c(O)c3c(c1O2)C(O)OC3=O (centres undefined)	6.1	0.9	51.4*	.	.	.	.	.	4.4	.
CCCC(C)NC(=O)c1cc(Cl)ccc1OC (centres undefined)	-2.2	0.6	1.8	-2.8	i	1.4	3.9	26.8	13.9	9.7
CCCn1c(=NC(=O)c2ccco2)c(C(=O)OCC)cc2c(=O)n3ccccc3nc21	0.7	1.7	2.0	8.0	i	-1.1	-0.1	15.0	-150.2	-10.7
Cc1c(/C=N\NC(=O)c2csc3ccccc23)cnn1C	-0.4	-0.3	-5.9	-6.8	i	-3.3	-6.7	15.9	5.4	-11.9
COCCCNCCOCCSc1ccc(Cl)cc1	.	-5.0	.	-19.7	i	-2.6	-6.7	29.3	.	-11.5
Cn1cccc2[nH]c(=O)nc1-2	.	0.2	3.1	0.1	i	0.7	-7.2	-3.1	-9.3	-6.5
CCOC(=O)c1c(NC(=O)COC(=O)Cc2c[nH]c3ccccc23)sc(C(=O)N(C)C)c1C	-7.0	.	-2.4	-38.8	i	2.1	-2.7	16.9	3.2	-7.6
CC(C)(C)CC(=O)NC(=S)NCCc1ccccc1	2.1	-2.1	-1.5	10.0	i	-2.8	-0.6	5.1	-0.6	5.7
Cc1ccc2nc(N(CCCN(C)C)C(=O)c3ccc(S(=O)(=O)N4CCCCCC4)cc3)sc2c1	2.8	2.9	2.8	0.4	i	-2.5	-46.4	3.1	7.8	-59.5
Cc1[nH]nc2c1C(c1ccc(F)cc1)C1=C(CC(C)(C)CC1=O)N2 (centres undefined)	20.7	-1.3	-7.5	-0.6	i	-56.1*	-9.6	-3.5	-4.3	-6.4
COc1ccc(Nc2nc(N)c([N+](=O)[O-])c(NCc3ccccc3)n2)cc1	-1.1	12.7	-0.1	-14.9	i	-8.5	4.5	15.7	6.4	-5.7
Cc1nc2nc[nH]n2c(=O)c1NS(=O)(=O)c1ccc(C(C)(C)C)cc1	-2.6	1.4	-0.9	2.8	i	-2.5	4.4	4.4	7.9	-9.9
Cc1nc(C)c(C(=O)N/N=C/c2c[nH]c3ccccc23)s1	-1.8	7.7	7.1	8.5	i	3.1	0.7	15.1	-0.2	12.5
O=C(O)c1ccc(NC(=S)NC(=O)c2cccc(COc3ccccc3)c2)cc1	-0.4	2.2	.	-2.0	i	-0.1	5.2	-2.2	2.8	5.4
CC(C)(C)NC(=O)CN(C(=O)C1(C)CC(=O)N=C2C=CC=CN21)C1CCCC1 (centres undefined)	-0.3	1.5	-3.3	2.3	i	-8.5	7.4	20.6	-39.6	-6.3
c1cnc(N2CC[N+]3(CCCC3)CC2)nc1	-0.1	-0.4	-5.8	.	i	-2.6	3.1	12.1	0.7	6.0
The list goes on:
SMILES	GSK3A inh	HSP90 inh	Dyrk1A ADPGlo	Platelet DG rel	PolyA inhibitor	GSK3beta inhib	HSF1 inhib	AI-2 QS modul	HDAC3 inhib	HSF1 activator
COc1ccc(C(=O)NNC2=NCCCCC2)cc1	-1.3	4.0	-4.3	0.6	i	-5.1	-0.1	11.2	-16.3	-6.3
O=C(Nc1ccccc1C(=O)NCCCn1ccnc1)c1ccccc1	11.4	7.0	3.9	-0.3	i	-3.9	-1.5	21.5	3.7	-6.7
CCOC(=O)CCNC(=O)Nc1ccc2nc(C)n(Cc3cccc(Cl)c3)c(=O)c2c1	-1.9	2.8	-6.0	-10.4	i	-1.8	6.3	22.2	-1.3	44.8
O=C(CSc1nccc(=O)[nH]1)Nc1cccc(S(=O)(=O)N2CCOCC2)c1	-1.1	1.2	-6.0	4.4	i	2.4	-10.3	10.1	6.7	27.2
Clc1ccc2[nH]c3c(NCCCN4CCOCC4)ncnc3c2c1	8.7	-0.4	7.3	-0.3	i	1.7	11.9	15.2	-2.4	-11.9
Cc1nc2ccccc2c(=O)n1/N=C/c1c(O)ccc2oc3c(c12)CCCC3	-1.9	4.3	4.0	-48.7	i	3.7	2.2	16.7	19.4	-12.8

From PubChem BioAssay
